Screening data: PubChem BioAssay, several laboratories
GSK3 alpha inh – blocks human GSK-3 alpha kinase. ADP-Glo luminescence, 60 min. inhibition, % at 10 µM. actives 0.1% (n = 320,000). AID 2650;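 in the data active = inhibition above about 50%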;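 note: GST-tagged GSK-3 alpha with peptide substrate and 25 µM ATP; 0% = DMSO neutral wells and 100% = GW8510 positive control wells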
Target sequence (P49840 whole entry, looked up): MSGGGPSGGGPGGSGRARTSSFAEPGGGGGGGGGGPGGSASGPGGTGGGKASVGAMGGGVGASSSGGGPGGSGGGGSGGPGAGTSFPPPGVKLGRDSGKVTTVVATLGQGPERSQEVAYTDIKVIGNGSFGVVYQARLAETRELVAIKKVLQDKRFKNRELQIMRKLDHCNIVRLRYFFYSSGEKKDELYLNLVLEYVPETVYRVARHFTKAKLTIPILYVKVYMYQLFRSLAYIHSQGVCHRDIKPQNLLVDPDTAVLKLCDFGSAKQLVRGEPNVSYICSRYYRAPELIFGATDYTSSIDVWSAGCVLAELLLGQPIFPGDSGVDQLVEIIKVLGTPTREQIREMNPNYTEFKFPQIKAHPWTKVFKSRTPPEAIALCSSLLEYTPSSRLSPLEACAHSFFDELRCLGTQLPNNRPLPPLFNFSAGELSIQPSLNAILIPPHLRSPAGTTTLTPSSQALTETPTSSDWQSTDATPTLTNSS
aSyn 5UTR inh – 5' untranslated region of α-synuclein, MLPCN primary screen | alpha-synuclein 5'UTR reporter, inhibitor activity | inhibition, % (tested at 7.5 µM) | actives 0.82% (n = 300,000) | AID 1813; in the data active = inhibition above about 60%; inconclusive = no clear call, values can overlap the other calls;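 note: H4 neuroglioblastoma cells stably carrying SNCA 5'UTR luciferase fusion; 0% = DMSO wells and 100% = positive control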
AI-2 QS modul – modulates the Vibrio harveyi AI-2 quorum sensing system; Vibrio harveyi JMH597 AI-2 luminescence/OD600 ratio, 9 h; active compounds read low; strain lacks LuxN and CqsS sensors; 0 = neutral-control median; activity change, % at 7.5 µM; AID 2094; actives 0.4% (n = 300,000); in the data active = activity change below about -75%, passing the limit was not always enough; inconclusive = no clear call, values can overlap the other calls;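 note: luminescence divided by OD600 gain over 9 h not by final OD600 alone; inactives centre near 13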
GSK3beta inhib – human GSK3beta kinase inhibition. P49841. GST-GSK3beta kinase, ADP-Glo luminescence, 60 min; active compounds read low. actives 0.038% (n = 300,000). activity score (negative = inhibition), % at 10 µM;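 active = more than half of replicate wells score below -50%, meaning over 50% inhibition versus plate controls; inconclusive = some replicates but at most half score below -50%; inactive = no replicate scores below -50%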;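 note: 0% = median DMSO wells and -100% = median GW8510 positive control wells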
Target sequence (P49841 whole entry, looked up): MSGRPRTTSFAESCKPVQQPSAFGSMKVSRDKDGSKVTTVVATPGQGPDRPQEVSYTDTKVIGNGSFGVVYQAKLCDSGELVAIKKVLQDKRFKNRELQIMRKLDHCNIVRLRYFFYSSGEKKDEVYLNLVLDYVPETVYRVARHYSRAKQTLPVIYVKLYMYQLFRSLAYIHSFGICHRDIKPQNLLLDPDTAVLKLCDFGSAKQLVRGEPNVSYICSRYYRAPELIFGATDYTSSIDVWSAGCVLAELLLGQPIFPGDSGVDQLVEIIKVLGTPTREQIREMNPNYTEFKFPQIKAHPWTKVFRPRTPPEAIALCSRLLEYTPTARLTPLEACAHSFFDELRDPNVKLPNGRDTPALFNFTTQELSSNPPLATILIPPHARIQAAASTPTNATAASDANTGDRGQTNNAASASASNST
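test system = GST-tagged human GSK3beta kinase, cell-free | reagent = 25 µM ATP with peptide substrate | dosing = one dose of 10 µM per compound | schedule = 60 min reaction, RT | detection = luminescent ADP-Glo measurement of ADP formed | control set = DMSO neutral wells and GW8510 at 20 µM as positive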
PolyA inh – blocks polyadenylation in yeast reporter cells; S. cerevisiae SKY197-pL101 polyadenylation reporter, beta-gal luminescence; efflux-impaired pdr1/pdr3 knockout yeast; score 100 = 6 SD above DMSO; calls only at 12 µM; actives 0.02% (n = 300,000); AID 1875;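 active = lowest replicate activity score at least 50, where 100 means six control SD above control mean; inconclusive = lowest score under 50 but half or more replicates reach 50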;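 note: yeast exposed to compound for 9 h at 30 °C; higher score means more reporter readthrough which indicates perturbed polyadenylation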
HSP90 refold inh – blocks HSP90-mediated luciferase refolding in reticulocyte lysate | AID 1789 | inhibition, % at 5.6 µM | Rabbit reticulocyte lysate, luciferase refolding luminescence, 3 h | actives 0.91% (n = 290,000);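 active = inhibition above the screen-wide mean plus 3 SD, computed separately per campaign, cut at about 16% in these data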;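 note: 0% = DMSO wells and 100% = 60 µM geldanamycin wells; inhibitors lower the luminescence because luciferase stays unfolded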
IEC-6 tox – IEC-6 cytotoxicity, counter-screen for KLF5 inhibitors; AID 1825; luminescence viability; inhibition, % at 5 µM; actives 0.78% (n = 290,000); in the data active = inhibition above about 22%;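 note: 0% = plate median of test compound wells and 100% = cytotoxic reference compound wells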
HSF1 inh – HSF1 inhibition; actives 0.77% (n = 300,000); NIH3T3-HGL HSE-luciferase, MG132-induced, luminescence 8 h; active compounds read low; activity change, negative = inhibition, % at 7.5 µM (by protocol); AID 2098;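 active = more than half of replicate wells show activity change below -50%, luminescence cut by over half; inconclusive = some wells, but at most half, below -50%; inactive = no replicate well below -50%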;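 note: luciferase reports HSF-1 transcriptional activity via heat shock element; 0% = median of DMSO wells and -100% = zero luminescence signal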
HSF-1 act – increases HSF-1 driven luciferase reporter signal. activation, % at 9 µM. NIH3T3-HGL HSF-1 luciferase reporter, MG132, 8 h; 100% = twice DMSO control signal. AID 504408. actives 1.7% (n = 300,000);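 active = mean replicate activation of at least 50% with a set share of replicates each reaching 50%; inconclusive = only one of those two conditions met; inactive = mean below 50% and too few replicates reaching it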;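 note: 0% = median of the neutral control wells and 100% = twice that signal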
KLF5 inh – suppresses KLF5 promoter-driven expression | DLD-1 KLF5 promoter-luciferase reporter, luminescence | inhibition, % at 5 µM | actives 0.23% (n = 290,000) | AID 1700;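 active = inhibition above a per-plate limit of that plate's mean compound inhibition plus 3 SD, cut at about 60% in these data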;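 note: 0% = DMSO wells and 100% = LY294002 at 200 µM; higher means less KLF5 promoter-driven luciferase light; inactives centre near -14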
* hit, by the source's call; i = inactive; ? = inconclusive; / = not tested or not shown. The list is partial. The share of hits here may be higher or lower than overall.

SMILES	GSK3 alpha inh	aSyn 5UTR inh	AI-2 QS modul	GSK3beta inhib	PolyA inh	HSP90 refold inh	IEC-6 tox	HSF1 inh	HSF-1 act	KLF5 inh
CN(C1CCCCC1)S(=O)(=O)c1cc2c(cc1Cl)NC(=O)CO2	1	19	15	31	i	-1	-4	-2	-5	-5
Cc1ccc2c(c1)C1NC(=S)NC(C)(O2)C1C(=O)Nc1ccc(Cl)cc1 (centres undefined)	2	-12	24	-2	i	-2	-4	8	17	-21
COCCNC(=O)c1ccc(N2CCC3(CC2)OCCO3)c([N+](=O)[O-])c1	-5	6	0	0	i	-1	4	-10	11	-10
Cc1cc(C)n2c(nc3ccccc32)c1C(=O)NCc1ccccc1	-1	-9	31	0	i	-2	-5	-5	6	-22
CCn1c(NC(=O)c2cccs2)nc2ccccc21	-3	-89	12	2	i	-3	9	-4	5	-46
Cc1ccccc1Cn1c(=O)n(C)c(=O)c2sccc21	-4	24	-4	1	i	3	3	6	0	-20
C(#Cc1ccccc1)CN1CCN(c2ccccn2)CC1	-2	-3	/	/	i	2	2	-72*	-79	-17
COCC(=O)n1nc(-c2ccccc2)nc1NCc1ccc(F)cc1	2	-23	5	-1	i	-1	-13	6	-9	-20
CSc1ncccc1C(=O)OCc1ccccc1Cl	-2	-29	29	1	/	0	-3	-2	14	-5
NC(=O)[C@@H]1CCCNc2c(I)cc([N+](=O)[O-])cc2C(=O)N[C@@H](Cc2ccccc2)C(=O)N[C@@H](Cc2cnc[nH]2)C(=O)N1	0	11	5	3	i	-2	7	-3	10	-10
CN1CCN(CC(=O)Nc2ccc(S(=O)(=O)N(C)C)cc2)CC1	-1	5	-11	-3	i	0	3	-8	-4	-1
Cc1cccn2cc(CNC(=O)C3CCCCC3)nc12	/	-8	21	-5	i	5	2	4	13	6
CCCCn1nnc(NC(=O)COc2ccc(Cl)c(C)c2)n1	2	-22	-46	10	/	-2	-3	-3	1	-17
CCn1cc(C(c2ccccc2)C(C(C)=O)[N+](=O)[O-])c2ccccc21 (centres undefined)	-3	-16	9	4	i	2	0	-9	-1	-2
O=C(CCS(=O)(=O)c1ccccc1)N1CCN(c2ccccc2)CC1	0	-78	6	-2	i	3	-5	23	35	-112
CN1CCN(C(=O)c2cc3sc4ccccc4c3s2)CC1	1	-27	-13	-1	i	7	-1	17	?	-99
C/C(=N\NC(=O)c1nnn(-c2nonc2N)c1CN(C)c1ccccc1)c1ccc(O)cc1	6	18	8	4	i	-5	-9	13	30	-24
O=[N+]([O-])c1cc2c(c(CSc3nnc(Nc4ccccc4)s3)c1)OCOC2	-2	11	10	-2	i	-3	-2	-4	2	-10
CCOc1ccccc1Nc1ncccc1C(=O)N1CCCC1	-3	3	14	-5	i	2	1	3	-2	-28
CN1/C(=C\C(=O)c2cccnc2Cl)C(C)(C)c2ccccc21	-1	-18	-20	-5	i	7	5	11	44	-21
COc1cccc(CC2(CO)CCCN(Cc3cn[nH]c3-c3ccccc3)C2)c1 (centres undefined)	8	11	14	1	i	-1	2	-8	-9	-35
CC(C)(C)n1nnnc1CN1C2CCC1CC(NC(=O)Nc1ccccc1)C2 (centres undefined)	1	20	12	-4	i	-3	-4	-8	7	-5
N#CC(C(=O)OC1CCCCC1)c1nc2ccccc2nc1N1CCCCC1 (centres undefined)	/	11	11	-2	i	2	-4	-4	5	-32
CN(C)/C=C(\C#N)C(=O)N/N=C/c1ccccc1	-1	-69	20	4	i	-6	2	29	49	-33
CCN1CCN(Cc2cc(=O)oc3cc(C)cc(C)c23)CC1	-1	9	15	3	i	3	3	14	12	9
CSCCC(NC(=O)c1ccco1)C(=O)OC(C)C(=O)NC(=O)NC1CCCCC1 (centres undefined)	-1	-27	38	-2	i	4	5	-1	9	-20
CC(CNC(=O)C(C)(C)C)NC(=O)C(C)(C)C (centres undefined)	-1	29	10	4	i	-2	4	-4	-6	-18
Cc1csc(N/N=C/c2ccc([N+](=O)[O-])cc2)n1	5	-148	17	-2	/	4	1	-5	-11	-103
CC(C)c1nc(CNC(=O)CCc2nnc(-c3ccsc3)o2)cs1	14	-36	20	2	i	7	-2	1	16	-20
COC(=O)CNC(=O)C(CCSC)NC(C)=O (centres undefined)	-4	-28	0	-3	i	1	-2	-2	6	-40
COc1cc2ncc(C(=O)c3ccccc3)c(N3CCN(Cc4ccccc4)CC3)c2cc1OC	0	33	14	2	i	3	5	-6	6	-8
COC(=O)c1ccccc1NC(=O)C1CC(=O)N(C2CCCCC2)C1 (centres undefined)	4	/	20	-4	i	0	-1	/	/	-24
CCN(Cc1ccccc1)C(=O)CSc1ncn[nH]1	-3	1	13	-3	i	-2	5	11	-9	-1
CC(=O)c1cccc(NC(=O)NCCS(C)=O)c1 (centres undefined)	1	-19	23	2	i	-2	2	0	-11	-18
COCc1cc(C)n(CC(=O)NC(C)c2ccccc2)c(=O)c1C#N (centres undefined)	-1	0	27	-1	i	0	2	-5	12	-1
CCSc1nnc(-c2cccs2)o1	0	-16	21	2	i	-2	-4	1	-3	-41
CCc1ccc(NC(=S)NC2CC3CCC(C2)N3Cc2ccco2)cc1 (centres undefined)	-3	7	9	0	i	2	-2	3	-9	20
C=CCn1c(=O)c(C(=O)Nc2ccc(C)cn2)c(O)c2ccccc21	-1	-29	17	2	i	-3	1	5	1	-12
COc1ccccc1N1CCN(C(=O)CNS(=O)(=O)c2ccc(Br)s2)CC1	0	24	17	-5	i	3	-2	0	17	2
O=c1nc(Nc2ccc(OCc3ccccc3)cc2)sc2ncccc12	-1	-96	24	0	i	3	-1	4	9	2
O=C(NCCNC(=O)c1ccccc1Br)c1cccnc1	1	-4	2	0	i	-4	4	-5	-14	-11
O=C(c1ccc(-c2cccc(Cl)c2Cl)o1)N1CCOCC1	2	-133	34	-1	i	-3	1	16	?	-135
CCCc1nc2nc(C)c(NS(=O)(=O)c3ccc([N+](=O)[O-])cc3)c(=O)n2[nH]1	-1	-4	/	/	i	2	-5	-2	11	6
CCOCCOC(=O)NCCCCCCNC(=O)OCCOCC	-2	-23	29	0	i	1	2	-1	-2	-8
NC(=O)NC(CC(=O)OCC(=O)NC(=O)NCc1ccco1)c1ccc(Cl)cc1 (centres undefined)	1	-12	18	3	i	0	0	5	15	-55
O=C(c1ccc(Cn2c(=O)[nH]c3ccccc3c2=O)cc1)N1CCN(c2ccc(Cl)cc2)CC1	-2	6	43	3	i	-3	-4	9	14	7
COC(=O)c1ccccc1NC(=O)c1cc2n(n1)C(C(F)F)CC(C(F)F)N2 (centres undefined)	-4	0	0	1	i	-4	-2	-3	-6	0
COc1ccc(OCCCC(=O)Nc2cccc([N+](=O)[O-])c2)cc1	-2	-23	4	0	i	6	2	2	24	-18
COc1ccc(N(CC(=O)Nc2cc(Cl)ccc2OC)S(=O)(=O)c2c(C)noc2C)cc1	1	71*	14	-4	i	0	3	7	-18	-1
Cc1cc(Nc2ccccc2)n(C(=O)c2ccc(N)cc2)n1	-1	32	6	3	i	-6	4	8	10	-54

Records listed so far marked active in aSyn 5UTR inh.
Structure	GSK3 alpha inh	aSyn 5UTR inh	AI-2 QS modul	GSK3beta inhib	PolyA inh	HSP90 refold inh	HSF1 inh	HSF-1 act	KLF5 inh
COc1ccc(N(CC(=O)Nc2cc(Cl)ccc2OC)S(=O)(=O)c2c(C)noc2C)cc1	1	71*	14	-4	i	0	7	-18	-1

More records.
SMILES	GSK3 alpha inh	aSyn 5UTR inh	AI-2 QS modul	GSK3beta inhib	PolyA inh	HSP90 refold inh	IEC-6 tox	HSF1 inh	HSF-1 act	KLF5 inh
CC(C)(C)c1cc[n+](/C(C(=S)NC2CC2)=C(/[O-])c2ccc(Cl)s2)cc1	1	-5	-12	1	i	-4	-5	-4	-1	-26
COc1cc(S(=O)(=O)Nc2cccc(C)c2)ccc1N=Cc1c(C)[nH]n(-c2ccccc2)c1=O	-2	14	32	-1	i	-2	13	4	-6	10
Cc1cccc(N2CCN(C(=O)c3cc(S(=O)(=O)N(C)C)ccc3N3CCCC3)CC2)c1C	-2	17	21	-1	i	-2	0	1	15	-11
CN(C)/C(CN1CCN(C=O)CC1)=C1\N=C(c2ccccc2)OC1=O	0	5	-2	-3	i	3	2	-7	4	-27
CCCC(c1nnnn1C(C)(C)CC)N(Cc1ccco1)Cc1cc2ccc(OC)cc2[nH]c1=O (centres undefined)	/	37	14	-2	i	6	0	23	57*	-22
Cc1cccc(C)c1NC(=O)NC1(C(=O)NCCCN2CCOCC2)CCCCC1	-1	15	8	0	i	-4	-2	-4	-20	1
Cc1cccc(C(=O)NC(NCc2ccco2)C(Cl)(Cl)Cl)c1 (centres undefined)	/	8	15	-4	/	-2	-3	5	-7	0
O=C(CSc1nnc(CNC(=O)c2ccco2)o1)c1ccccc1	-2	-15	12	-1	i	2	7	1	-7	4
CCCC(C(=O)NCc1ccco1)N(C(=O)CNS(=O)(=O)c1ccccc1)c1ccccc1OC (centres undefined)	-7	-14	26	-1	i	6	6	3	36	16
COc1cc(C2C(C#N)=C(N)Oc3cc(C)oc(=O)c32)ccc1OC(=O)N1CCOCC1 (centres undefined)	-1	-18	5	2	i	3	1	-10	6	-14
O=C(Nc1ccc(Cl)cc1)N1CCCN(c2ccc(C(F)(F)F)cc2[N+](=O)[O-])CC1	1	3	14	0	i	1	10	14	24	-18
O=C(c1ccccc1)c1cccn1CC(=O)N1CCc2ccccc2C1	4	31	-8	2	i	-1	3	1	-5	-42
CCC(=O)Nc1cccc(C2=NOC3(C2)C[C@H](C(N)=O)N(C(=O)c2ccc(Cl)cc2)C3)c1 (some centres undefined)	-1	-17	13	-2	i	/	/	3	14	/
NC(=O)N/N=C/c1cn(CC(=O)Nc2ccc(F)cc2)c2ccccc12	1	4	17	0	i	2	3	-2	-1	5
CCN(Cc1cnn(C)c1)C(=O)c1ccc2nc(Cc3cccc(Cl)c3)oc2c1	3	10	-7	-1	i	8	0	8	5	-17
COc1cc(C(=O)Nc2ccc(Cl)c(C(F)(F)F)c2)cc(OC)c1OC	3	-1	4	-2	i	1	10	8	21	-10
COc1cccc(CNC(=O)CCN2C(=O)[C@@H]3Cc4ccccc4CN3C2=O)c1	0	18	14	3	i	0	-4	-4	-2	-14
O=C(CCS(=O)(=O)c1ccccc1)NC1CCCCC1	-2	-34	3	1	i	-1	6	4	9	-46
CCOc1ccc(-c2n[nH]c(C(=O)NN)c2C)cc1	2	-73	36	1	i	0	-3	24	45	-6
Cc1cc(F)ccc1S(=O)(=O)Nc1ccccc1C(=O)Nc1ccccc1N1CCOCC1	-3	-5	4	-7	i	0	6	-6	-27	-4
